MEKK2wt PB1 HTS – modulators of MEK5 binding to wildtype MEKK2, primary screen, biochemical, multiplex bead flow cytometry, Alexa488-MEK5. binding response (% of control), % at 10 µM. Alexa488-MEK5 binding to MEKK2 WT; actives lie on both sides. AID 1531, 2009. Mitogen-activated protein kinase kinase kinase 2 (Homo sapiens), Q9Y2U5. hit rate 1.1% among 290,000; in the data active = binding response below about 67% or above about 130%
pCIP destab – p/CIP-EGFP fusion destabilizers, primary screen, fluorescence, F442A cells; hit rate 0.01% among 290,000; decrease of EGFP signal, % at 10 µM; 16 h; Q05BA5; AID 1984, 2009;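 active = EGFP signal decrease of at least 30% at 10 µM or well 3 SD below plate mean, unless failing retest; inactive = the rest, including hits failing retest or dose response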; note: some compounds called inactive have numbers as strong as hits; many of its hits are not listed in these tables
M18AAP inhibitor – PfM18AAP inhibitors, malaria aminopeptidase, primary screen, biochemical, QFRET, recombinant enzyme; M18 aspartyl aminopeptidase (Plasmodium falciparum 3D7); H-Glu-NHMec fluorogenic cleavage; inhibition, % at 7.35 µM; hit rate 1.2% among 290,000; AID 1822, 2009;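 active = inhibition above the campaign mean inhibition over all tested compounds plus 3 SD, cut at about 28% in these data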;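 note: 0% = plate median of test compound wells and 100% = 2 mM ZnCl2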
MEKK2mut PB1 HTS – MEK5 binding signal on mutant MEKK2 PB1, primary screen, biochemical, multiplex bead flow cytometry, Alexa488-MEK5; Alexa488-MEK5 binding to MEKK2 mutant; hit rate 0.35% among 290,000; percent response, % at 10 µM; in the data active = percent response above about 24%, passing the limit was not always enough; note: inactives centre near 1; some results filed as inactive read as strong as hits; reference of the scale not given here
IDE act – human IDE activators in live cells, primary screen, fluorescence polarization, HEK cells, FAbeta-B substrate. Insulin-degrading enzyme (Homo sapiens), P14735. FAbeta-B cleavage; 0% vehicle, 100% cell-free pure enzyme wells. activation, % at 5.96 µM. hit rate 0.073% among 340,000;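 active = activation above the mean of all tested compounds plus 3 SD, set per screening campaign, cut at about 17% in these data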
SUMO HTRF inh – inhibitors of in vitro SUMOylation cascade, primary screen, biochemical, HTRF, uHTS; SUMO-conjugating enzyme UBC9 (Homo sapiens), P63279; HTRF SUMOylation assay, SAE1/SAE2 + UBC9; inhibition, % at 35 µM; hit rate 0.36% among 290,000; AID 2006, 2009; in the data active = inhibition above about 50%, passing the limit was not always enough; note: strong numbers were not always called active
Target sequence (P63279 whole entry, looked up): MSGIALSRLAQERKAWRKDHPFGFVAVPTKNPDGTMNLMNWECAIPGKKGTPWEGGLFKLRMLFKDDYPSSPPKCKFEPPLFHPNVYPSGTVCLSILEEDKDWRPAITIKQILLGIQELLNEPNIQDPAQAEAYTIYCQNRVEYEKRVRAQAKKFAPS
IDE inh – human IDE inhibitors in live cells, primary screen, fluorescence polarization, HEK cells, FAbetaB substrate; Insulin-degrading enzyme (Homo sapiens), P14735; FAbetaB cleavage; inhibition, % at 5.59 µM; hit rate 0.41% among 320,000; AID 434962, 2010;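 active = percent inhibition above the average of all tested compounds plus 3 SD, set per screening campaign, cut at about 16% in these data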;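 note: IDE supplied by intact live HEK cells; FP after avidin binding of uncleaved biotin substrate so inhibition keeps polarization high; 0% = DMSO wells and 100% = 60 µM reference IDE inhibitor Ii1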
NALP1 inh – NALP1 inflammasome inhibitors in reconstituted yeast, colorimetric, S. cerevisiae, triplicate retest; S. cerevisiae NALP1/ASC/caspase-1 growth, X-gal OD620, 72 h; inhibition, % at 10 µM; hit rate 0.61% among 280,000; AID 2071, 2009; in the data active = inhibition mostly above about 24%, no sharp cut-off; inactive = mostly below about 32%; note: some compounds called inactive have numbers as strong as hits
MEKK3 PB1 HTS – modulators of MEKK3-MEK5 PB1 binding, primary screen, biochemical, wildtype MEKK3, multiplex bead flow cytometry, Alexa488-MEK5; Mitogen-activated protein kinase kinase kinase 3 (Homo sapiens), Q99759; AID 1529, 2009; bead-based flow cytometry, Alexa488-MEK5 binding to MEKK3; actives lie on both sides; 0 = blocked by unlabeled MEK5, 100 = vehicle; hit rate 1.4% among 290,000; binding response (% of control), % at 10 µM;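 active = binding response more than 3 SD above or below the average of its plate-row segment, actives on both sides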;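 note: Alexa488 bead fluorescence after subtracting the streptavidin-only scavenger bead signal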
Target sequence (Q99759 whole entry, looked up): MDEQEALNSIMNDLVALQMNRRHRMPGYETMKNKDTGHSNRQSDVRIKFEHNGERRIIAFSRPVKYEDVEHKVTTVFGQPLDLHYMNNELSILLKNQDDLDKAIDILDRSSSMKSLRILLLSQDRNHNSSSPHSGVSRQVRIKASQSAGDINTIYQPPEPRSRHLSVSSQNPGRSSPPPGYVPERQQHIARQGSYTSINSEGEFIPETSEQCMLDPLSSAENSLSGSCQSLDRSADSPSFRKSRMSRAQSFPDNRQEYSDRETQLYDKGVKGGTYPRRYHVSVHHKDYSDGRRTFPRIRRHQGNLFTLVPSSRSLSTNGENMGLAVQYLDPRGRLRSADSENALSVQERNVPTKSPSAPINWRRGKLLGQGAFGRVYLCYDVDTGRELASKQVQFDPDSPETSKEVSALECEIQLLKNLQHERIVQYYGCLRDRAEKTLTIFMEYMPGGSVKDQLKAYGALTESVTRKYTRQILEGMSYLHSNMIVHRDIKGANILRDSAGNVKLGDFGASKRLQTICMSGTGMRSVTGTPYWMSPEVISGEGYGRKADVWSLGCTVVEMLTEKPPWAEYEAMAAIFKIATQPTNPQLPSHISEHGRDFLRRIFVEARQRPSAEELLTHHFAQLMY
The depositor's hits bear a star; x = no result given. Some of the compounds tested; rates above refer to the full screens.

The line under a structure holds: MEKK2wt PB1 HTS	pCIP destab	M18AAP inhibitor	MEKK2mut PB1 HTS	IDE act	SUMO HTRF inh	IDE inh	NALP1 inh	MEKK3 PB1 HTS
> Cc1cnc(CNC(=O)c2ccc(OC3CCN(C(=O)C4CC4)CC3)cc2)cn1
  110	1	2	10	6	14	1	10	105
> O=C(NCc1cccs1)c1ccc(CS(=O)(=O)c2ccc(Cl)cc2)o1
  89	0	-8	-8	8	10	1	5	90
> NC(=O)CC(NC(=O)Cc1ccc(Br)cc1)c1ccc(NCCc2ccc(Cl)cc2)c([N+](=O)[O-])c1 (stereo not given)
  93	-2	x	2	5	47	x	x	94
> Cc1ccc(C(=O)N/C(=C\c2ccc(-c3cc(Cl)ccc3Cl)o2)C(=O)NCc2cccnc2)cc1
  92	2	3	-3	5	-1	-1	2	101
> N#Cc1ccc(COC(=O)c2cccnc2Cl)cc1
  106	-12	-2	8	0	-11	0	5	102
> O=C1C=CC(=O)N1N(c1ccccc1)c1ccccc1
  103	-15	-18	0	-6	18	-2	105*	125
> Nc1nc(SCC(=O)c2ccc([N+](=O)[O-])cc2)n[nH]1
  98	-13	4	-2	4	8	2	-7	103
> O=C(CC1S/C(=N/N=C/c2cccs2)NC1=O)Nc1ccccc1F (stereo not given)
  99	-7	5	-2	5	29	3	-8	101
> COc1ccc(S(=O)(=O)N(C)CC(=O)Nc2c(F)cccc2F)cc1
  98	-8	-1	-1	0	-16	-6	34	100
> CCC(=O)C1CCCN(C(=O)c2ccc(OC3CCN(C(=O)CCOC)CC3)cc2)C1 (stereo not given)
  104	-1	0	8	-2	3	2	-3	104
> Cc1sc2c(c1C)c(=O)n(-c1ccccc1)c1nncn21
  97	5	5	-3	6	-1	-3	14	99
> C/C(=N\NC(=O)c1ccc2c(c1)OCO2)c1ccco1
  99	17	6	-2	2	5	-3	10	98
> CCN(c1ccccc1C)S(=O)(=O)c1nnc(NC(=O)c2ccco2)s1
  98	-11	4	11	10	x	6	8	102
> COCCn1nnnc1SCC(=O)NCc1ccc2c(c1)OCO2
  84	2	1	-13	4	5	-2	0	87
> COc1ccc(NC(=O)CSCc2cc(=O)n3c(C)csc3n2)cc1
  102	0	3	3	0	1	9	8	98

A draw from above in order of count of non-hydrogen atoms, smallest number first.
The line under a structure holds: MEKK2wt PB1 HTS	pCIP destab	M18AAP inhibitor	MEKK2mut PB1 HTS	IDE act	SUMO HTRF inh	IDE inh	NALP1 inh	MEKK3 PB1 HTS
> N#Cc1ccc(COC(=O)c2cccnc2Cl)cc1
  106	-12	-2	8	0	-11	0	5	102
> COc1ccc(S(=O)(=O)N(C)CC(=O)Nc2c(F)cccc2F)cc1
  98	-8	-1	-1	0	-16	-6	34	100
> CCC(=O)C1CCCN(C(=O)c2ccc(OC3CCN(C(=O)CCOC)CC3)cc2)C1 (stereo not given)
  104	-1	0	8	-2	3	2	-3	104

(next part)
The line under a structure holds: MEKK2wt PB1 HTS	pCIP destab	M18AAP inhibitor	MEKK2mut PB1 HTS	IDE act	SUMO HTRF inh	IDE inh	NALP1 inh	MEKK3 PB1 HTS
> CCOC(=O)C1=C(C)NC(=S)NC1c1cccs1 (stereo not given)
  98	5	-9	3	2	-9	-3	-6	103
> c1cc(-c2nnn(CCOCCn3nnc(-c4ccncc4)n3)n2)ccn1
  105	-1	-1	3	-5	-12	-2	11	101
> CCCCC(=O)N1CC(=O)Nc2ccc(F)cc2C1c1ccccc1 (stereo not given)
  93	0	0	-2	1	16	-1	12	97
> O=C(O)c1ccccc1C(=O)OCCCCOC(=O)c1ccccc1C(=O)O
  100	-10	0	7	0	16	1	6	89
> CCOC(=O)c1cc(NC(=O)CSc2nnc(CN3CCOCC3)n2C)ccc1Cl
  100	x	0	2	-33	x	9	x	114
> COc1cccc(NC(=O)c2ccc(S(=O)(=O)N3CCCCC3)cc2)c1
  102	-9	-1	11	-5	-4	-3	41	107
> Cc1ccc(C(=O)NCCNC(=O)COc2ccccc2Cl)cn1
  93	-20	-6	2	5	8	-12	-1	99
> CC(C)(C)[C@H]1C=C(C(N)=O)O[C@@H](OCCCCO)C1
  94	-11	x	3	-1	-5	-3	-13	95
> COc1ccc(-n2c(Cn3nc(C(F)(F)F)cc3C)n[nH]c2=S)cc1
  96	-2	32*	-1	-3	-14	3	4	96
> O=C(C(=O)N1CCc2ccccc2C1)c1cn(CC(=O)N2CCCCC2)c2ccccc12
  101	6	-8	0	6	-1	2	25	118
> COCCCNC(=O)c1ccc(NC(C)=O)cc1
  100	-23	-9	-2	1	13	10	8	103
> Cc1ccc(-c2sc(C)nc2CC(=O)O)cc1
  134	2	-5	7	4	3	3	14	129
> Cc1cccc(-n2c(N)cc(=O)[nH]c2=S)c1C
  93	16	-1	-3	-3	-1	1	5	97
> CC(C)N(C(=O)CO/N=C/c1cccc([N+](=O)[O-])c1)C(C)C
  98	-23	-1	-10	-2	18	-1	-17	100
> Cc1cc2nc(CCN3CCOCC3)n(S(=O)(=O)c3ccc(C(C)(C)C)cc3)c2cc1C
  110	-3	-4	2	4	-2	7	12	99
> Cc1ccc(C(=O)Nc2ccccc2N2CCCCC2)cc1[N+](=O)[O-]
  67	-11	0	-12	3	-9	1	-12	66
> COc1cccc(CN2CCN(c3ccc(F)cc3)C2=O)c1
  102	-9	1	-1	0	-8	5	-30	100
> CS(=O)(=O)n1nc(-c2ccccc2)nc1N
  101	2	0	6	-1	2	-3	3	102
> Cc1ccc(O)c(NC(=O)c2cc3nc4c(c(C(F)(F)F)n3n2)CCc2ccccc2-4)c1
  92	-4	-5	-2	-5	51	7	-7	96
> CC(=O)Nc1ccccc1/C=C/c1ccc2c(C)cc(C)c(O)c2n1
  110	-5	8	5	-3	13	3	13	106
> Cc1c(NC(=S)NC(=O)c2ccccc2Cl)c(=O)n(-c2ccccc2)n1C
  109	-7	-8	2	-1	5	-1	4	100
> COc1ccc(-c2noc(=O)n2Cc2ccccc2Cl)cc1
  101	-13	2	2	-4	1	1	13	96
> CCC(C)(c1ccc(C=O)s1)c1ccc(C=O)s1
  82	6	0	-13	3	-2	2	15	80
> COc1ccc(/C=C/C(=O)OCC(=O)NCCC2=CCCCC2)cc1
  103	-8	6	-4	-4	-2	-4	10	99
> O=C(COC(=O)c1ccc2c(c1)S(=O)(=O)c1ccccc1C2=O)NC1CC1
  96	-9	-3	-3	1	21	5	-17	102
> Cc1ccccc1NC(=O)N1CCN(C/C=C/c2ccccc2)CC1
  103	-4	-2	-1	1	8	1	12	100
> CCc1nnc(NC(=O)CSc2nc3ccc(OC)cc3[nH]2)s1
  96	1	-9	-1	5	2	-3	-3	103
> CCCSc1nsc(SCCC)c1C#N
  109	-11	-4	11	4	4	1	2	107
> CC1CCCCN1S(=O)(=O)c1ccc(C(=O)Nc2nnc(-c3ccncc3)o2)cc1 (stereo not given)
  101	14	-3	4	4	0	0	-6	106
> Cc1ccc(-c2ccc(CCC(=O)O)o2)cc1
  101	-7	-15	4	2	16	9	6	101
> COc1ccc(-n2nnnc2SCC(=O)Nc2nnc(C)s2)cc1OC
  95	-1	-8	-3	4	-1	0	-2	91
> C=CCc1c(C)nc(SC)nc1Nc1ccc(C)cc1
  93	-16	1	-1	5	16	-1	1	97
> COc1ccccc1N1CCN(C(=O)c2cc3c(C)nc4ccccc4c3o2)CC1
  99	2	9	-1	5	7	-1	16	100
> Cc1cc2ncn(-c3nnnn3-c3ccccc3)c2cc1C
  93	4	-13	-4	-4	10	7	1	94
> COc1ccc(-c2noc(C3CCCN(C(=O)c4ccc(F)cc4)C3)n2)cc1 (stereo not given)
  102	-3	-1	0	-2	7	6	7	99
> CC1CCCCC1NC(=O)Cn1nc(-c2ccccc2)ccc1=O (stereo not given)
  107	-7	2	8	-5	12	1	8	108
> Cc1ccccc1NNC(N)=S
  98	1	-53	0	9	18	3	12	102
> Cc1ccccc1C(=O)NN1CCOCC1
  107	-14	3	-1	5	-6	3	8	105
> COc1cccc(C(=O)NC2CCN(CC(=O)NCc3ccccc3F)CC2)c1
  103	0	0	-2	4	4	1	13	102
> CCC/C(=N\NC(=O)c1ccco1)c1ccc(Cl)s1
  106	-12	11	5	3	6	x	6	104
> COCCCNC(=O)c1ccc2c(c1)ncn2-c1ccccc1OC
  87	-8	5	-7	2	6	0	20	87
> O=C1C2C(c3ccccc3)=NN(c3ccccc3)C2C(=O)N1c1ccccc1 (stereo not given)
  103	4	3	0	3	20	-2	24	94

Rewritten with the structure last: two of the compounds above.
| MEKK2wt PB1 HTS | pCIP destab | M18AAP inhibitor | MEKK2mut PB1 HTS | IDE act | SUMO HTRF inh | IDE inh | NALP1 inh | MEKK3 PB1 HTS | molecule |
| --- | --- | --- | --- | --- | --- | --- | --- | --- | --- |
| 95 | -1 | -8 | -3 | 4 | -1 | 0 | -2 | 91 | COc1ccc(-n2nnnc2SCC(=O)Nc2nnc(C)s2)cc1OC |
| 93 | 4 | -13 | -4 | -4 | 10 | 7 | 1 | 94 | Cc1cc2ncn(-c3nnnn3-c3ccccc3)c2cc1C |

Molecules shown so far containing a CF3 group, in the order listed:
The line under a structure holds: MEKK2wt PB1 HTS	pCIP destab	M18AAP inhibitor	MEKK2mut PB1 HTS	IDE act	SUMO HTRF inh	IDE inh	NALP1 inh	MEKK3 PB1 HTS
> COc1ccc(-n2c(Cn3nc(C(F)(F)F)cc3C)n[nH]c2=S)cc1
  96	-2	32*	-1	-3	-14	3	4	96
> Cc1ccc(O)c(NC(=O)c2cc3nc4c(c(C(F)(F)F)n3n2)CCc2ccccc2-4)c1
  92	-4	-5	-2	-5	51	7	-7	96
